SV40 large T antigen = TAg ATPase/helicase activity blockers – biochemical (AID 1903). SV40 large T antigen ATPase/helicase inhibition assay; higher % means a stronger effect. 310,000 compounds, 0.39% hits. inhibition, % at 20 µM, or IC50 in µM where a hit was titrated; in the data active means a potency from the dose series; further: strong numbers were not always called active
bCat nuc transl = alters nuclear translocation of beta-catenin in HeLa cells. immunofluorescence imaging. nuclear translocation activity, % at 5 µM. 190,000 compounds, 0.3% hits. AID 1665;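 active means nuclear translocation activity above 50% at 5 µM, with a well cell count of 50 or more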;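 further: per-cell ratio of nuclear to cytoplasmic median beta-catenin stain intensity; plate controls were DMSO negative control for no effect and GSK-3 inhibitor IX positive control for full effect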
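Test system: human HeLa cells, endogenous beta-catenin. Times: 24 h compound exposure, 37°C. Measured by: beta-catenin immunofluorescence imaging with DAPI.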
West Nile antiviral = inhibition of WNV-induced cytopathic effect – cell-based, CPE readout (AID 1621); West Nile virus-infected cells, CPE inhibition; higher % means a stronger effect; one-dose CPE inhibition, % at 10 µM; IC50 in µM for titrated hits; 290,000 compounds, 0.02% hits; in the data active means a potency from the dose series; further: strong numbers were not always called active
RSV CPE inhibition = inhibition of RSV-induced cytopathic effect – HEp-2 cells, primary 10 µM value included (AID 2391); HEp-2 cells, RSV-induced CPE inhibition; higher % means a stronger effect; CPE inhibition, % at 10 µM; hits with a dose series show IC50 in µM; 310,000 compounds, 0.13% hits; in the data active means a potency from the dose series; further: strong numbers were not always called active
Myeloid diff MLP = compounds promoting myeloid differentiation | ER-HoxA9 myeloid progenitors, lysozyme-GFP differentiation, flow cytometry | calls only at 10 µM | 360,000 compounds, 1% hits | AID 624256;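 active means normalized GFP-positive differentiation at or above the plate's own cutoff, the solvent-only control mean plus 3 SD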;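 further: cells exposed to compound for four days before flow analysis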
Salmonella PhoP GFP = inhibitors of PhoP regulon expression, primary screen, Salmonella Typhimurium, GFP reporter (AID 1863). 300,000 compounds, 0.16% hits. S. Typhimurium PhoP-regulated promoter GFP reporter, 4 h; higher % means a stronger effect. inhibition, % at 50 µM, or IC50 in µM where a hit was titrated;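 active means inhibition over 29.93%, a cutoff 3 SD above the screen mean, later confirmed by dose response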;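 further: 0% = low Mg2+ inducing control and 100% = high Mg2+ repressing control; strong numbers were not always called active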
Rac1 GTP hydrolysis = MgcRacGAP GTPase-activating activity inhibitors, confirmation, biochemical, ADP Hunter fluorescence | 340,000 compounds, 0.6% hits | inhibition, % at 30 µM; hits with a dose series show IC50 in µM | MgcRacGAP-stimulated Rac1 GTP hydrolysis, ADP Hunter fluorescence; higher % means a stronger effect; GST-tagged Rac1 F28L mutant substrate;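 active means first-screen hits whose inhibition reached a set limit at any dose in the follow-up dose series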;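 further: fluorescence reports GDP produced by GAP-driven GTP hydrolysis; strong numbers were not always called active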
WT yeast gro inh = growth inhibition of WT yeast, mitochondrial fusion screen; mitochondrial fusion phenotypic screen, WT strain; inhibition, % at 10 µM; 190,000 compounds, 2.1% hits; in the data active means inhibition above about 58%; tested in S. cerevisiae
T cell modulator = modulates CD8 T cell binding to vesicles; 330,000 compounds, 0.068% hits; AID 2052; 2C CD8+ T cell-vesicle binding, flow cytometry; hits give low values; calls only at 7 µM;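 active means response, share of CD8 T cells binding vesicles, and their 90th percentile fluorescence all below set limits, cut at about 80% in these data, passing the limit was not always enough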
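material = purified 2C TCR transgenic mouse naive CD8+ T cells | controls = Unloaded micro-vesicles (low), QL9 vesicles with 0.7% DMSO (high) | detection = cytometric PE anti-B7-1 and Alexa647 anti-CD8 signals after 1% paraformaldehyde fixation | incubation = binding step 1.5 h, 37 °C, antibody labelling 20 min, ice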
WT yeast gro inh mutant strain = recorded beside WT yeast gro inh, whose call it bears; inhibition, %; mitochondrial fusion phenotypic screen, mutant strain inhibition
bCat nuc transl cell count 5 µM = also measured in bCat nuc transl; calls as there; cell count; measured here: cell count, cytotoxicity flag
T cell modulator vesicle-bound % = further read-out of T cell modulator, marked with its call; double positive events, %; measured here: CD8+ vesicle-bound cell fraction;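 binding gate set so that unloaded-vesicle control wells show 10% double positive cells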
Myeloid diff MLP GFP+ MAC1+ % = also measured in Myeloid diff MLP; calls as there; GFP+ MAC1+ double positive, %; measured here: differentiation confirmed by MAC1 staining
Starred values were filed as active, the others as inactive; i = inactive; x = no result given.

SMILES | SV40 large T antigen | bCat nuc transl | bCat nuc transl cell count 5 µM | West Nile antiviral | RSV CPE inhibition | Myeloid diff MLP | Myeloid diff MLP GFP+ MAC1+ % | Salmonella PhoP GFP | Rac1 GTP hydrolysis | WT yeast gro inh | WT yeast gro inh mutant strain | T cell modulator | T cell modulator vesicle-bound %
COc1ccc(-c2[nH]nc(-c3ccccc3)c2-c2nc3ccccc3[nH]2)cc1 | -3% | -1.7 | 1311 | -0.8% | 2.5% | i | 0.1 | 4% | 10% | -2 | -16 | i | 22
CCC(C(=O)Nc1ccc(C(=O)N2CCCC2)cc1)c1ccccc1 (centres undefined) | 13% | -0.4 | 1087 | -0.4% | 0.2% | i | 0.3 | 10% | 3% | 0 | -6 | i | 13
O=C1c2cc(F)ccc2-n2c1nc1ccccc1c2=O | 11% | x | x | 0.0% | -1.9% | x | x | -10% | 2% | x | x | i | 31
CCN(CC)CCCNC(=O)c1sc2nc(-c3ccc(F)cc3)cn2c1C | 4% | x | x | 47% | -3.1% | i | 0.9 | 4% | 9% | -5 | -11 | i | 15
COc1cc(N/N=C/c2ccc(N(C)C)cc2)ncn1 | 13% | -0.6 | 1552 | -1.0% | 0.0% | i | 0.7 | 0% | 14% | 7 | 1 | i | 25
Cc1cc(N2CCCC2=O)ccc1S(=O)(=O)NCCOc1ccccc1 | 6% | -1.3 | 989 | -1.1% | 20% | i | 0.1 | -2% | x | -15 | -13 | i | 44
CCOc1ccccc1OCCNC1CCCC1 | 24% | -3.7 | 646 | -0.4% | 1.0% | i | 0.3 | -2% | 20% | -10 | -11 | i | 55
CCOC(=O)c1[nH]c2ccccc2c1NC(=O)CC | 0% | x | x | x | 2.1% | i | 5.1 | 17% | -1% | -5 | -18 | i | 44
CCn1c(CNc2ccc(C)cc2)nnc1SCC(N)=O | 16% | x | x | -0.1% | 2.1% | i | 0.7 | -5% | 7% | -14 | -2 | i | 14
O=C(O)c1cccc(NS(=O)(=O)c2ccc3c(c2)C(=O)c2ccccc2C3=O)c1 | 8% | -1.6 | 1198 | 1.0% | -0.2% | i | 0.6 | -8% | 9% | x | x | i | 31
O=C(O)CCn1cc(-c2ccc(F)cc2)nc1-c1ccncc1 | 8% | x | x | x | 0.8% | i | 0.9 | x | 8% | x | x | i | 52
CNc1nnc(-c2ccncc2)s1 | 4% | x | x | 0.3% | -0.4% | i | 1.3 | 11% | 7% | 2 | 4 | i | 38
O=C(NCC1(c2ccccc2)CCCC1)c1ccc(Br)o1 | -3% | -5.0 | 564 | -1.4% | 3.6% | i | 0.3 | 5% | 4% | 3 | 11 | i | 41
C[N+]1(CC(=O)OCCCC2CCCCC2)CCCC1 | 12% | 0.8 | 1506 | -0.3% | 0.5% | i | 0.5 | 5% | 2% | 9 | 17 | i | 39
CN1CCN(C(=O)C23CCC(C)(c4nc5ccccc5nc42)C3(C)C)CC1 (centres undefined) | 6% | -2.4 | 1053 | -0.6% | 0.1% | i | 0.7 | -9% | 7% | -10 | 4 | i | 51
CC(=O)N1CCOc2ccc(S(=O)(=O)N(C)c3ccc(C)cc3)cc21 | 5% | x | x | 0.4% | 1.4% | i | 3.0 | -2% | 6% | x | x | i | 30
O=C(NCc1ccco1)c1ccc(CS(=O)(=O)Cc2ccc(F)cc2)o1 | 10% | -5.8 | 1120 | 0.2% | 2.3% | i | 0.7 | 11% | 18% | 3 | 6 | i | 57
Oc1ccccc1N1CCN(C(c2ccccc2)c2ccccc2)CC1 | 0% | x | x | -0.1% | 11% | i | 0.4 | 3% | 5% | x | x | i | 14
Cc1ccn(C(C)CC(=O)Nc2ccc(-c3ccno3)cc2)n1 (centres undefined) | 9% | x | x | 0.6% | 1.4% | i | 1.7 | -8% | 7% | x | x | i | 4
C=CCn1c(SCC(=O)Nc2cc(C)ccc2C)nnc1-c1cnccn1 | 1% | -4.6 | 944 | -0.8% | 1.2% | i | 0.9 | -10% | 9% | -2 | 20 | i | 42

Continued, starting with the last six of the part before.
SMILES | SV40 large T antigen | bCat nuc transl | bCat nuc transl cell count 5 µM | West Nile antiviral | RSV CPE inhibition | Myeloid diff MLP | Myeloid diff MLP GFP+ MAC1+ % | Salmonella PhoP GFP | Rac1 GTP hydrolysis | WT yeast gro inh | WT yeast gro inh mutant strain | T cell modulator | T cell modulator vesicle-bound %
CN1CCN(C(=O)C23CCC(C)(c4nc5ccccc5nc42)C3(C)C)CC1 (centres undefined) | 6% | -2.4 | 1053 | -0.6% | 0.1% | i | 0.7 | -9% | 7% | -10 | 4 | i | 51
CC(=O)N1CCOc2ccc(S(=O)(=O)N(C)c3ccc(C)cc3)cc21 | 5% | x | x | 0.4% | 1.4% | i | 3.0 | -2% | 6% | x | x | i | 30
O=C(NCc1ccco1)c1ccc(CS(=O)(=O)Cc2ccc(F)cc2)o1 | 10% | -5.8 | 1120 | 0.2% | 2.3% | i | 0.7 | 11% | 18% | 3 | 6 | i | 57
Oc1ccccc1N1CCN(C(c2ccccc2)c2ccccc2)CC1 | 0% | x | x | -0.1% | 11% | i | 0.4 | 3% | 5% | x | x | i | 14
Cc1ccn(C(C)CC(=O)Nc2ccc(-c3ccno3)cc2)n1 (centres undefined) | 9% | x | x | 0.6% | 1.4% | i | 1.7 | -8% | 7% | x | x | i | 4
C=CCn1c(SCC(=O)Nc2cc(C)ccc2C)nnc1-c1cnccn1 | 1% | -4.6 | 944 | -0.8% | 1.2% | i | 0.9 | -10% | 9% | -2 | 20 | i | 42
CCOc1cc(S(=O)(=O)N(CC)CC)ccc1F | 16% | 0.1 | 1171 | 0.9% | -0.9% | i | 7.7 | 3% | 0% | -3 | 0 | i | 26
CCCCc1nnc2c(N(C)S(=O)(=O)c3ccccc3)nc3ccccc3n12 | 7% | -1.3 | 1350 | 2.0% | 1.8% | i | 0.4 | 2% | 0% | x | x | i | 49
COC(=O)c1cc(S(=O)(=O)NCCc2ccccc2)c[nH]1 | x | x | x | -0.8% | -0.2% | i | 1.6 | x | 14% | x | x | i | 26
COc1ccc(CN2CCNC(=O)C2CC(=O)NC2Cc3ccccc3C2)c(OC)c1 (centres undefined) | 5% | -1.3 | 978 | -0.5% | 0.3% | i | 0.1 | 6% | 6% | -16 | -8 | i | 49
Cc1ccc(S(=O)(=O)N2CCN(C(=O)c3ccc(N4CCCCC4)c([N+](=O)[O-])c3)CC2)cc1 | 7% | x | x | -0.9% | 48% | i | 1.9 | -3% | 7% | x | x | i | 28
COc1ccc(CN2CCC(n3nccc3NC(=O)CCCc3ccccc3)CC2)cc1C | 9% | x | x | -1.4% | 16% | i | 1.3 | -2% | 6% | x | x | i | 64
Cn1nnnc1NCc1ccc(Cl)cc1 | 18% | 1.3 | 1109 | 0.1% | 3.0% | i | 0.5 | 4% | 3% | -6 | -13 | i | 29
COc1ccc(C2C(C(=O)N3CCN(c4ccccc4)CC3)c3ccccc3C(=O)N2C)cc1 (centres undefined) | 24% | -2.2 | 1224 | 1.2% | 4.9% | i | 0.2 | 23% | 8% | 0 | -5 | i | 17
O=C(NCc1ccc(Cl)cc1)c1cc2c(s1)CS(=O)(=O)C2 | 3% | x | x | -0.2% | 0.7% | i | 3.4 | 13% | 5% | x | x | i | 3
Cc1ccccc1Cn1nc(C)c(NC(=O)c2cc(-c3ccco3)on2)c1C | 11% | x | x | -0.6% | 0.9% | i | 0.2 | -5% | 4% | -10 | 2 | i | 22
CC1CCCCN1S(=O)(=O)c1cnc(Cl)c(Br)c1 (centres undefined) | 30% | 0.5 | 532 | -0.1% | 1.7% | i | 0.0 | 10% | 10% | -3 | 3 | i | 53
Nc1nccnc1C(=O)N/N=C/c1ccco1 | 22% | 2.4 | 1303 | 0.2% | -1.1% | i | 1.0 | 8% | 6% | x | x | i | 21
CC(C)c1ccc(NS(=O)(=O)c2ccc(N3C(=O)CCC3=O)cc2)cc1 | 8% | 2.1 | 1261 | 0.3% | 1.2% | i | 0.1 | -12% | 9% | x | x | i | 36
CCn1ccnc1C(O)c1ccccc1OC (centres undefined) | 14% | -0.9 | 606 | 0.7% | 0.9% | i | 6.6 | 1% | -4% | -5 | -1 | i | 12
C[C@]12CCC(=O)C=C1CC[C@@H]1[C@@H]2[C@@H](O)C[C@]2(C=O)[C@@H](C(=O)CO)CC[C@@H]12 | 11% | x | x | x | 0.0% | i | 5.5 | -7% | 6% | x | x | i | 23
COc1ccc(OC)c(NC(=O)CCN2CCN(c3ccccc3)CC2)c1 | 18% | -3.9 | 878 | 0.2% | 1.0% | i | 2.9 | 0% | 2% | 4 | 22 | i | 51
Cc1ccc(C(=O)Nc2ccccc2C(=O)N2CCCC(C)C2)cc1 (centres undefined) | 4% | x | x | -0.3% | 3.0% | i | 0.8 | -2% | 4% | x | x | i | 6
COCCNC(=O)c1ccc(-n2c(SCc3cccnc3)nc3ccccc3c2=O)cc1 | 12% | -4.1 | 1081 | 0.6% | 1.1% | i | 0.4 | 8% | -3% | -9 | -8 | i | 32
COc1ccc(OC)c(-c2cc(C(=O)NC3CCCC3)c3ccccc3n2)c1 | 24% | x | x | -0.6% | 1.9% | i | 0.4 | 3% | 4% | x | x | i | 22
COc1ccc(CCN2C(=NC(=O)CC(C)C)SC3CS(=O)(=O)CC32)cc1 (centres undefined) | 0% | 2.5 | 965 | -0.4% | -0.6% | i | 7.1 | -2% | 12% | -12 | -9 | i | 12
O/N=C/c1ccc(OCc2ccccc2)c(Br)c1 | -1% | x | x | -1.5% | -1.4% | i | 0.2 | 21% | 4% | 54 | -11 | i | 33
COC(=O)C1=C(N)c2ccccc2C1(C#N)c1ccccc1 (centres undefined) | 6% | x | x | -0.4% | 2.7% | i | 1.2 | -12% | -10% | 1 | 6 | i | 42

Screening data as filed in PubChem.
